Tau fibril ThT = qHTS for Inhibitors of Tau Fibril Formation, Thioflavin T Binding; recombinant tau K18 P301L (four-repeat tau fragment), heparin-induced fibrillization, ThT fluorescence; Potency, µM (doses to about 57.4 µM), without a hit: top-dose activity, negative = inhibition, usual class: inhibitors; hit rate 2.1% among 270,000; AID 1460, 2008; further: on the % scale 0 is the no-effect control and ±100 the full control effect; nearly all actives have a fitted effect of over 55% in size
Target sequence (P10636 561-689 P618L limits assumed): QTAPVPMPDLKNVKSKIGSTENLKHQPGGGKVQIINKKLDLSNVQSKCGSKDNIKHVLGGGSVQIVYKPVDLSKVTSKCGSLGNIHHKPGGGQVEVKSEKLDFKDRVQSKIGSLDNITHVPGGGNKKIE
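Aggregation was driven by heparin (20 uM final) acting on recombinant tau […] bearing P301L in 100 mM sodium acetate pH 7; fibrils were detected with Thioflavin T.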
RECQ1 helicase = qHTS Assay for Inhibitors of RecQ-Like Dna Helicase 1 (RECQ1). ATP-dependent DNA helicase Q1 (Homo sapiens), P46063. AID 2549, 2010. Potency, µM (titrated, usually from 57.3 µM), without a hit: top-dose activity, negative = inhibition, actives largely listed as inhibitors. RECQ1 DNA unwinding, red fluorescence kinetic read. hit rate 0.54% among 240,000;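 further: plate controls were vehicle for no effect and no enzyme for full effect; nearly all actives have a fitted effect of over 30% in size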
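RECQ1T1 50 nM; forked duplex (20 bp + 30-nt ss tails) 200 nM, ATP 2 mM final; pH 8.0, 2 mM MgCl2, 2.5 ug/ml poly(dI-dC); 15 min compound preincubation; discontinuous kinetic read over 2 h at RT.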
KDM4E inh = qHTS Assay for Inhibitors of Human Jumonji Domain Containing 2E (JMJD2E) | Lysine-specific demethylase 4E (Homo sapiens), B2RXH2 | JMJD2E catalytic domain, FDH-coupled NADH fluorescence (FDH is formaldehyde dehydrogenase) | Potency, µM (highest dose often 57.1 µM), for inactives: at the highest dose activity change, negative = inhibition, usual class: inhibitors | hit rate 1.6% among 230,000 | AID 2147, 2009; active means well fitted inhibition curve with a large enough effect, not every such curve was filed as active; inconclusive means small, poorly fitted or top-dose-only effect, or another doubt; inactive means no such curve, though single readings can be large or run the other way;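 further: 0% = wells with enzyme and -100% = buffer wells without enzyme; nearly all actives have a fitted effect of over 50% in size; many of its hits are not listed in these tables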
Target sequence (B2RXH2 1-337 limits assumed): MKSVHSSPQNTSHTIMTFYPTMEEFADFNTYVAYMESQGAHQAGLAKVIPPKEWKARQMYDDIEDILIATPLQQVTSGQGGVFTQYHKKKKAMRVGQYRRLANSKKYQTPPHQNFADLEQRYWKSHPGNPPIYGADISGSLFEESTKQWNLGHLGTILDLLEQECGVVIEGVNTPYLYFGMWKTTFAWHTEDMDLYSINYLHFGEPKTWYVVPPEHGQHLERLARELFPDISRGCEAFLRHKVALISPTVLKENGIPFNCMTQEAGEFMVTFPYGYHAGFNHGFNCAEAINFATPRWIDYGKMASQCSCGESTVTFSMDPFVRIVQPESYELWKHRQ
L3MBTL1 block = qHTS Assay for the Inhibitors of L3MBTL1; Lethal(3)malignant brain tumor-like protein 1 (Homo sapiens), Q9Y468; AlphaScreen L3MBTL1–H3K9me1 peptide binding; Potency, µM (doses to about 57.1 µM), for inactives: top-dose activity, negative = inhibition, hits mostly inhibitors; hit rate 0.66% among 230,000; further: on the % scale 0 is the no-effect control and ±100 the full control effect; nearly all actives have a fitted effect of over 60% in size
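L3MBTL1 (50 nM) pre-complexed 30 min with biotinylated H3(1-15)K9me1 peptide (75 nM), then compounds added for 30 min at room temperature; AlphaScreen streptavidin donor/nickel chelate acceptor beads (10 ug/mL final) read after 30 min dark incubation.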
Luc counter = Counterscreen for Luciferase (Kinase-Glo TM) Inhibition; Luciferin 4-monooxygenase (Photuris pensylvanica), Q27757; Kinase-Glo luciferase, ATP luminescence, 8 min; Potency, µM (doses to about 38.3 µM), without a hit: top-dose activity change, negative = inhibition, hits mostly inhibitors; hit rate 0.28% among 200,000; further: on the % scale 0 is the no-effect control and ±100 the full control effect; nearly all actives have a fitted effect of over 60% in size
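Inhibition of Kinase-Glo luciferase light generation was assessed at 10 uM ATP in pH 7.2 imidazole buffer, with luminescence measured after eight minutes at ambient temperature.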
SMN2 splice enh = qHTS Assay for Enhancers of SMN2 Splice Variant Expression | Potency, µM (highest dose often 46.1 µM), for inactives: top-dose activity change, positive = activation, usual class: activators | HEK293 SMN2-luciferase splicing reporter, luminescence, 30-36 h | hit rate 2.8% among 210,000; further: % of control where 0% means no effect; nearly all actives have a fitted effect of over 55% in size
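HEK293 cells carry an SMN2 minigene-luciferase reporter in which exon 7 inclusion puts luciferase in frame. Cells were seeded at 2000 cells/well, attached for 10-12 hours, then exposed to compounds for 30-36 hours at 37C before ONE-Glo luminescence.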
Lamin A splicing = qHTS Assay for Modulators of Lamin A Splicing; HeLa LMNA splicing GFP/RFP minigene ratio, 48 h; Potency, µM (top dose mostly 46.1 µM), for inactives: top-dose ratio change, negative = inhibition, most hits filed as inhibitors; hit rate 0.01% among 200,000; active means well fitted inhibition curve with a large enough effect in the signal ratio, with a control signal flat, not every such curve was filed as active; inconclusive means small, poorly fitted or top-dose-only effect, or effect the other way, or a change in a side signal; the % refers to the signal ratio; further: on the % scale 0 is the no-effect control and ±100 the full control effect
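S3 HeLa cells stably expressing lamin A-EGFP splicing minigene plus DsRed2, 600 cells/well, 48 h compound exposure at 37C. Laser-scanning cytometry; analysed as GFP (500-530 nm)/RFP (575-640 nm) total intensity ratio; 0.5% DMSO vehicle.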
ALDH1A1 inh = qHTS Assay for Inhibitors of Aldehyde Dehydrogenase 1 (ALDH1A1) | hit rate 7.3% among 220,000 | Aldehyde dehydrogenase 1A1 (Homo sapiens), P00352 | Purified ALDH1A1, NADH fluorescence, propionaldehyde substrate | Potency, µM (top dose mostly 75.3 µM), for inactives: at the highest dose activity, negative = inhibition, most hits filed as inhibitors | AID 1030, 2008; active means well fitted inhibition curve with a large enough effect, not every such curve was filed as active; inconclusive means small, poorly fitted or top-dose-only effect, or another doubt; inactive means no such curve, though single readings can be large or run the other way;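 further: plate controls were no enzyme wells and a reference inhibitor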
Target sequence (P00352 whole entry, looked up): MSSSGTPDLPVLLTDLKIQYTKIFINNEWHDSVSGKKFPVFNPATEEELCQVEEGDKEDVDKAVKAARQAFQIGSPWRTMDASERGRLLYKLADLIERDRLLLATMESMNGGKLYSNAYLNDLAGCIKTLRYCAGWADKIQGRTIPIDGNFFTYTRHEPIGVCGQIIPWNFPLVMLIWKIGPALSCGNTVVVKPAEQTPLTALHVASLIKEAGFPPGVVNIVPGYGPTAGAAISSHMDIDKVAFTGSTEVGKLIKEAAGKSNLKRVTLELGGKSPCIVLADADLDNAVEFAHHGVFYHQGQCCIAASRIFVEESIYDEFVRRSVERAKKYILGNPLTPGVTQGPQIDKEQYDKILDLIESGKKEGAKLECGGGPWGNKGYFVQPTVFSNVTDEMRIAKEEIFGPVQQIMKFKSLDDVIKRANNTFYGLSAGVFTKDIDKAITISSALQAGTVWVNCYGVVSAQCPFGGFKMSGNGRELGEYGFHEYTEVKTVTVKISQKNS
An asterisk follows results filed as active; i = inactive; ? = inconclusive; . = not tested or not shown; [ ] = remark or other dose. Unless noted, the call rests on the fitted dose curve; in most records, active means well fitted curve in the direction sought with a large enough effect; inconclusive means small, poorly fitted or top-dose-only effect, or another doubt; inactive means no such curve, though single readings can be large; an effect the other way counts as inactive or inconclusive. Potency means the concentration at half of the fitted maximal effect. An excerpt; count on the stated rates, not on these rows.

SMILES	Tau fibril ThT	RECQ1 helicase	KDM4E inh	L3MBTL1 block	Luc counter	SMN2 splice enh	Lamin A splicing	ALDH1A1 inh
O=C(O)c1ccc(NC2=C(N3CCOCC3)C(=O)c3ccccc3C2=O)cc1	18µM*	15%	-30%	-20%	-7%	-11%[1.84 µM]	13%	19µM*
CC(C)Cc1nc(SCC(=O)NCc2ccccc2)n[nH]1	-4%	23%	?	.	9%	-5%	5%	?
COc1ccc(C2N(c3cc(Cl)ccc3OC)C(=O)C3CCCN32)c(OC)c1 (stereo not given)	-8%	-1%	-1%	.	3%	2%	13%	?
COc1ccc(C(=O)CSc2ncn[nH]2)cc1OC	2%	-2%	?	11%	-3%	-9%	4%	3%
O=C(COc1ccccc1)NCC(=O)N/N=C/c1cc(Br)ccc1OCc1ccccc1	2%	-2%	10%	-5%	-1%	?	?	-9%
CNC(=S)N/N=C/c1ccccc1Cl	-3%	-2%	8%	2%	-1%	26%	-6%	8%
O=C(Sc1nnnn1C1CCCCC1)c1cccs1	7%	-7%	?	-2%[11.4 µM]	-1%	2%	11%	10µM*
O=C(OCCN1C(=O)c2ccccc2C1=O)c1cccc(OC(F)F)c1	-16%	-2%	2%	16%	-5%	-7%	11%	-3%
COc1ccc(-c2ccc(=O)n(CC(=O)Nc3cccc(O)c3)n2)cc1OC	-6%	-7%	0%	-7%	1%	7%	2%	0%
CN1C/C(=C\c2ccc(N3CCOCC3)cc2)C(=O)/C(=C/c2ccc(N3CCOCC3)cc2)C1	0.63µM*	-2%	-16%	6%	4%	-79%[inhibitor]	-16%	?
COC(=O)c1cccc(S(=O)(=O)N2CCC(n3nnc4cc(F)ccc43)CC2)c1	2%	i	0%	.	0%	-38%[inhibitor]	?	-7%
O=S(=O)(Nc1ccc(N2CCCCC2)cc1)c1ccc(F)cc1	?	2%	-3%	-26%	.	.	.	-2%
CCCCn1c(CN2CCN(C(=O)c3ccco3)CC2)nc2c1c(=O)n(C)c(=O)n2C	-4%	3%	-2%	-8%	0%	-10%	-10%	22µM*
O=c1c2[nH]c3ccc(F)cc3c2ncn1CCCn1ccnc1	5%	9%	?	-2%	2%	4%	4%	-2%
CC(C)CNc1nc(S(=O)(=O)c2ccccc2)c(Cl)s1	1%	-22%	-4%	-3%	-3%	-38%[inhibitor]	26%[46 µM]	0%
CCn1c(SCc2nc3ccccc3c(=O)[nH]2)nnc1C(C)NC(=O)c1ccccc1F (stereo not given)	-3%	0%	-3%	-1%	2%	.	?	6%
COc1cccc(NC(=O)c2cccnc2)c1	-11%	-1%	0%	-4%	-6%	?	10%	4%
Cc1cc(C)cc(C(=O)N2CC(C)SC2=Nc2cccc(S(=O)(=O)N(C)C)c2)c1 (stereo not given)	-7%	-17%	3%	-5%	-2%	25%	7%	-4%
O=C(NC(Cc1ccc(F)cc1)C(=O)O)c1ccccc1 (stereo not given)	6%	0%	-1%	.	2%	16%	-9%	2%
COc1ccc(Nc2ncnc3c2cnn3Cc2ccc(C)cc2)cc1	-8%	-18%	1%	.	-1%	-30%[inhibitor]	?	?

Reformatted with each value named: 2 of the compounds above
mol: CC(C)CNc1nc(S(=O)(=O)c2ccccc2)c(Cl)s1
  Tau fibril ThT = 1% | RECQ1 helicase = -22% | KDM4E inh = -4% | L3MBTL1 block = -3% | Luc counter = -3% | SMN2 splice enh = -38%[inhibitor] | Lamin A splicing = 26%[46 µM] | ALDH1A1 inh = 0%
mol: CCn1c(SCc2nc3ccccc3c(=O)[nH]2)nnc1C(C)NC(=O)c1ccccc1F (stereo not given)
  Tau fibril ThT = -3% | RECQ1 helicase = 0% | KDM4E inh = -3% | L3MBTL1 block = -1% | Luc counter = 2% | SMN2 splice enh = . | Lamin A splicing = ? | ALDH1A1 inh = 6%

The results go on.
SMILES	Tau fibril ThT	RECQ1 helicase	KDM4E inh	L3MBTL1 block	Luc counter	SMN2 splice enh	Lamin A splicing	ALDH1A1 inh
O=C1S/C(=C\C=C\c2ccco2)C(=O)N1c1ccc(O)cc1	14µM*	4%	1%	16µM*	-1%	23%	-20%	18µM*
CCc1ccc(CC)c(S(=O)(=O)Nc2ccc(O)c(C(=O)O)c2)c1	?	-4%	0%	4%[11.4 µM]	1%	4%	6%	?
CCOC(=O)CC(=O)CSc1nc2c(cc1C#N)CCCCC2	?	?	?	-14%	-2%	?	9%	?
Cc1cc(Cl)ccc1OCC(=O)N/N=C1\CCCc2ccccc21	?	-1%	1%	-5%	-3%	-30%[inhibitor]	4%	-8%
COc1cc(C=NCC2OCCc3ccccc32)cc(OC)c1 (stereo not given)	-13%	-3%	-11%	-1%	-1%	3%	?	22µM*
COc1nnc(-c2ccc(N3CCOCC3)c(NC(=O)c3ccco3)c2)c2ccccc12	?	-14%	1%	15%[11.4 µM]	0%	-28%	7%	-2%
COc1ccc(NC(=O)Cc2ccccc2F)cn1	-9%	-2%	2%	.	13%	14%	.	0%
CCc1ccc(Nc2cc(C(=O)NCCCN3CCOCC3)c3ccccc3n2)cc1	?	-11%	4%	.	-4%	-6%	-6%	3%
Cc1ccc(C2C3=C(CC(C)(C)CC3=O)Nc3onc(C)c32)cc1 (stereo not given)	-11%	-9%	?	.	0%	.	-28%	?
CC(=O)N1CCN(CCN=CC2=C(O)CC(c3ccc(Cl)cc3)CC2=O)CC1 (stereo not given)	-7%	i	-8%	0%	.	.	?	-14%
CC(=O)Nc1ccccc1C	.	7%	.	11%	.	-4%	.	?
CCCc1nc2ccc(NC(=O)c3cccs3)cc2c(=O)n1Cc1ccccc1Cl	7%	2%	-10%	6%	-1%	1%[1.84 µM]	-8%	?
CC(CCc1ccccc1)N(C)CC(O)c1cccc([N+](=O)[O-])c1 (stereo not given)	-8%	-7%	8%	-1%	.	.	.	.
CSc1nc(-c2ccco2)nn1C(=O)c1cccs1	-12%	-10%	4%	.	-5%	?	4%	?
COc1cccc(CN2CCN(Cc3nc(C(C)C)cs3)CC2CCO)c1 (stereo not given)	6%	i	-3%	-3%	0%	-47%[inhibitor]	10%[46 µM]	11%
Cc1cc(=O)n2nc(N3CCCC(C(=O)NCCc4ccccc4)C3)sc2n1 (stereo not given)	3%	-9%	2%	-1%	3%	16%	-3%	5%
Cc1ccc2oc(=O)c3cnn(CC(=O)N4CCCCC4C)c3c2c1 (stereo not given)	2%	-1%	-2%	5%	3%	-7%	-10%	?
CCOC(=O)C1CCCN(C(=O)c2cc(Nc3ccc(OC)c(OC)c3)nc3ccccc23)C1 (stereo not given)	?	0%	2%	-11%	-4%	0%	-15%	-7%
O=C(COC(=O)CNC(=O)c1ccc(-c2ccccc2)cc1)NCc1ccco1	-16%	-13%	-15%	.	0%	20%	.	-7%
O=c1c2ccccc2nnn1Cc1ccccn1	0%	5%	1%	7%	-1%	4%	2%	0%
O=C(CCC(=O)N1CCCC1)Nc1nnc(C(F)(F)F)s1	5%	i	2%	3%	-1%	5%	1%	14%
CCOC(=O)N1CCN(C(=O)CSc2nc3c(cnn3-c3ccc(C)cc3)c(=O)[nH]2)CC1	-4%	-16%	-4%	4%	.	.	.	-5%
CCN(CCCCCCN)c1ccc2c(=O)[nH][nH]c(=O)c2c1	-16%	-8%	?	.	2%	-22%	-8%[9.22 µM]	4%
CC(C)C[C@@H](CC(=O)N[C@H](CC(=O)N[C@@H]1CCCC[C@H]1C(=O)N[C@H](CC(=O)N[C@@H](CCC(=O)O)CC(=O)O)CC(C)C)C(C)C)NC(=O)[C@@H]1CCCC[C@H]1N	-8%	3%	-17%	.	2%	-3%	.	?
COC(=O)c1ccc2c(c1)NC(=O)C(N1CCOCC1)S2 (stereo not given)	-7%	i	2%	7%	0%	-16%	5%	7%
Nc1ncn(-c2ncc(C(F)(F)F)cc2Cl)n1	-12%	-7%	7%	0%	1%	.	.	-1%
C=CCn1c(SCC(=O)NCC2CCCO2)nnc1-c1ccccc1 (stereo not given)	-3%	i	-1%	-4%[11.4 µM]	2%	7%	-4%[46 µM]	5%
O=C(CSc1nnc(-c2ccco2)o1)N1c2ccccc2CCc2ccccc21	-9%	-10%	-10%	-3%	3%	-72%[inhibitor]	?	-8%
O=C(COC(=O)/C=C/c1ccccc1)NCCC1=CCCCC1	-13%	-9%	-4%	9%	-1%	-7%	-12%	-7%
O=C(COc1ccccc1F)N/N=C1\CCCc2ccccc21	5%	8%	-5%	1%	.	.	-14%	3%
COc1ccc(CNC(=O)CN2CCN(C(c3ccccc3)c3ccccc3)CC2)cc1	-6%	-28%	-5%	-12%	4%	15%	?	-11%
O=C1c2cccc3cccc(c23)C(=O)N1CCc1ccccc1	?	-17%	?	.	-1%	14µM*	.	?
Cc1cc(C)n2nc(C(=O)N3CCCC(CNS(=O)(=O)c4cccs4)C3)cc2n1 (stereo not given)	-11%	-5%	?	8%	-2%	.	-3%[46 µM]	?
CC1=C(C(=O)Nc2ccc(F)cc2)C(c2ccncc2)C2=C(CCCC2=O)N1 (stereo not given)	10%	-1%	1%	-15%	-3%	13%	-14%	1%
CCCC(C)C(=O)Nc1nc(C)c(-c2csc(Nc3cc(OC)ccc3OC)n2)s1 (stereo not given)	?	i	?	-21%	7%	-28%	-2%	?
C=CCOc1ccc(NC(=O)C2CC(=O)N(C(C)C)C2)cc1 (stereo not given)	6%	i	5%	.	-2%	7%	16%	4%
COc1ccc(/C=N/NC(=O)CCn2cnc(-c3ccccc3)c2-c2ccccc2)cc1	-13%	-14%	-3%	-8%	0%	-18%	?	?
Cc1nnc(NC(=O)c2cc3n(n2)C(C(F)(F)F)CC(C2CC2)N3)s1 (stereo not given)	-8%	i	5%	.	2%	8%	-4%	16%

Assay outcomes (PubChem BioAssay)
